Assay outcomes (PubChem)
MC4R antagonist = human MC4R antagonism in cAMP assay; P32245; MC4R-expressing cells, MTII-stimulated cAMP, LANCE TR-FRET; inhibition, % at 6.5 µM; 360,000 tested, 0.48% active; AID 540295;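 active means inhibition above its plate's cutoff, the mean of tested wells on that plate plus 3 SD, cut at about 29% in these data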;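 further: 0% = Melanotan II alone and 100% = Melanotan II plus saturating MCL0020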
Target sequence (P32245 whole entry, looked up): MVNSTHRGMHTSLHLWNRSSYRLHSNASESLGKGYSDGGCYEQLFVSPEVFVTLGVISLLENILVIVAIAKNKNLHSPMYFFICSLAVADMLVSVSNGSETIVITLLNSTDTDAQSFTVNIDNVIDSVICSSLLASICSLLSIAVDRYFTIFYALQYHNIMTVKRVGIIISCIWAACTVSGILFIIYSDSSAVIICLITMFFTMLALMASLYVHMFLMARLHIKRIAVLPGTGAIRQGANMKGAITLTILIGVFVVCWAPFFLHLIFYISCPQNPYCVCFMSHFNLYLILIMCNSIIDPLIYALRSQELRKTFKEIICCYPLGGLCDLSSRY
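Test system: U2OS cells stably expressing human melanocortin 4 receptor (MC4R); also added: Melanotan II challenge; compound: 6.5 µM single dose; timing: 30-min compound preincubation, 1-h Melanotan II challenge, 1-h detection, room temperature; signal: Eu-cAMP/anti-cAMP TR-FRET, emission 671 nm; repeats: one well per compound, no replicates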
NOD2-RIPK2 inh = blocks binding of human NOD2 to RIPK2. O43353. CHO BLA complementation NOD2-RIPK2, CCF4 ratio. inhibition, % at 4.98 µM. 360,000 tested, 0.38% active. AID 624267; in the data active means inhibition above about 21%;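 further: 0% = vehicle only and 100% = reference blocker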
NCOA2 inhibitor = inhibits human steroid receptor coactivator 2. 370,000 tested, 0.17% active. AID 651957. inhibition, % at 9 µM. HEK293 GAL4-SRC2 luciferase reporter, luminescence;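 active means inhibition above the mean inhibition of all tested compounds plus 3 SD, set per campaign, cut at about 52% in these data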;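 further: 0% = DMSO treated cells and 100% = cells given Gossypol at 36 µM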
TLR9-MyD88 block = TLR9-MyD88 interaction inhibition. inhibition, % at 4.98 µM. CHO BLA complementation TLR9-MyD88, CCF4 FRET ratio. AID 504734. Q9NR96+Q99836. 340,000 tested, 0.21% active;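 active means inhibition above the mean over all tested compounds plus 3 SD, cut at about 21% in these data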;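 further: 0% = DMSO only wells and 100% = clavulanate BLA inhibitor control wells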
Cardio protect = modulators protecting cardiomyocytes from myocardial damage. H9c2 cardiomyocytes, H2O2 injury protection, ATPLite, 2 h. protection from H2O2 cell death, % at 20 µM. 360,000 tested, 0.63% active. AID 588492;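 active means compounds giving at least 50% protection of heart cells from peroxide-induced death in the single-dose screen, raw or plate-pattern-corrected value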;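 further: 0% = DMSO wells with peroxide and 100% = DMSO wells without peroxide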
ABCB6 inh 2 = inhibitors of human ABC transporter ABCB6. Q9NP58. 360,000 tested, 0.19% active. fluorescence ratio to DMSO, % at 10 µM. K562-ABCB6 porphyrin accumulation, flow cytometry, 1 h; active compounds read low;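 active means fluorescence ratio to DMSO below 75%, the collection mean minus 3 SD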;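 further: signal is porphyrin accumulated inside mitochondria; 100% equals median channel fluorescence of DMSO control wells; lower ratio means ABCB6 inhibition with less porphyrin fluorescence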
N-glyco inh = blocks N-linked glycosylation in D54 reporter cells. D54 ERlucT glycosylation luciferase reporter, 24 h; percent of 100 nM tunicamycin response. reporter increase, % at 12.5 µM. 360,000 tested, 0.23% active. AID 588692;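 active means mean luciferase reporter signal, scaled so untreated is 0 and the glycosylation-blocking control 100, at or above a set limit in every replicate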;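 further: luciferase carries N-glycosylation sites so blocking glycosylation raises the light; 0% = median of neutral control wells and 100% = median of 100 nM tunicamycin wells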
m5-HT2A agonist = agonists of mouse serotonin 5-HT2A receptor (HTR2A); P35363; CHO-K1 mHTR2A beta-arrestin complementation, luminescence; percent of 30 µM serotonin response; activation, % at 7.6 µM; 360,000 tested, 0.66% active; AID 624169;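 active means activation above a run cutoff, the mean activation of all tested compounds plus 3 SD, cut at about 14% in these data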;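 further: 0% = plate median of compound wells and 100% = 30 µM serotonin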
Target sequence (P35363 whole entry, looked up): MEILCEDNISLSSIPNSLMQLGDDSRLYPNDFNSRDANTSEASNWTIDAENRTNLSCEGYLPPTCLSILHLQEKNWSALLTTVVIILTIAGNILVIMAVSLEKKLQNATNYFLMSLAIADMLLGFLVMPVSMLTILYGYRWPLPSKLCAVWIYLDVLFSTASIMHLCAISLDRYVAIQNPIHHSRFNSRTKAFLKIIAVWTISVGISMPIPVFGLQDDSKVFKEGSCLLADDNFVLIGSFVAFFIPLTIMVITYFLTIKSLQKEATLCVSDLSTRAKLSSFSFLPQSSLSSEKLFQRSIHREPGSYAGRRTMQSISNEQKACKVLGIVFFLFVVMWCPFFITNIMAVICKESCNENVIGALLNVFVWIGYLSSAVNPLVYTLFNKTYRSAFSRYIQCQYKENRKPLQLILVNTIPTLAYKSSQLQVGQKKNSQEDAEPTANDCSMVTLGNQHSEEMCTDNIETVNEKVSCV
MC4R ag barr = activates human MC4R beta-arrestin recruitment; AID 540308; P32245; activation, % at 8.9 µM; U2OS MC4R beta-arrestin complementation, luminescence; percent of melanotan II response, DMSO zero; 360,000 tested, 0.98% active;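 active means activation above a per-plate cutoff, the mean activation of sample wells on that plate plus 3 SD, cut at about 8% in these data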
ABHD5-PLIN5 inh = inhibitors of human ABHD5-perilipin-5 interaction | Q00G26+Q8WTS1 | Split G. princeps luciferase complementation, luminescence, 4 h | inhibition, % at 4 µM | 360,000 tested, 0.78% active;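 active means inhibition above the mean inhibition across every tested compound plus 3 SD, cut at about 22% in these data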;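 further: 0% = DMSO only wells and the 100% control is not disclosed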
Numbers without * were called inactive; x = not tested or not shown. A portion of the library; rates above refer to the full screens.

Results follow in this order: MC4R antagonist	NOD2-RIPK2 inh	NCOA2 inhibitor	TLR9-MyD88 block	Cardio protect	ABCB6 inh 2	N-glyco inh	m5-HT2A agonist	MC4R ag barr	ABHD5-PLIN5 inh
- CSCCC(NC(=O)c1cc(S(=O)(=O)N2CCOCC2)ccc1C)c1nc2ccccc2[nH]1 (configuration not stated)
→ 5.2	-12.8	-2.1	6.3	2.1	94.0	0.2	-4.4	-1.0	-7.7
- Cc1ccccc1NC(=O)CN1C(=O)c2ccccc2C1=O
→ -3.1	8.4	13.3	2.7	5.1	95.0	3.5	-7.6	0.3	-3.7
- Fc1ccc(Sc2nc(-c3ccccc3)nnc2C(F)(F)F)cc1
→ 3.4	9.0	16.7	2.4	-10.5	97.0	2.1	4.8	-3.3	5.9
- O=C(Nc1cccc2ncccc12)c1ccc(-c2ccc(Br)cc2)o1
→ 16.1	-3.7	25.8	-5.6	0.1	111.0	2.1	-1.5	2.0	12.3
- Cc1c(C)n(CCCN(C)C)c2ncnc(NC3CCCCC3)c12
→ 1.4	-0.3	-12.6	-7.2	5.7	92.0	0.7	5.0	-0.5	7.0
- COc1cc(/C=C2\SC(=N)N(c3ccc(F)cc3)C2=O)ccc1O
→ 14.0	3.2	-5.7	1.3	4.0	105.0	0.1	-6.5	-0.4	5.0
- C=CCOC(=O)C1=C(C)NC(=S)NC1c1cccs1 (configuration not stated)
→ -4.1	-2.5	8.3	-3.6	1.1	100.0	-1.0	1.0	0.8	9.9
- Cn1c(SCC(=O)c2ccccc2)nc2cccnc21
→ 14.6	-0.2	-0.9	-3.9	11.0	97.0	0.2	-0.7	-1.1	-0.4
- COc1ccc(C2=Nn3c(nnc3-c3ccncc3)SC2)cc1
→ 7.5	-3.2	35.6	8.6	7.1	102.0	-7.2	-0.3	-1.2	4.7
- Nc1c(SCCC(=O)O)ccc2c1C(=O)c1ccccc1C2=O
→ 15.1	-11.4	9.4	2.0	-3.7	102.0	1.2	0.8	-1.8	10.4
- N#Cc1ccc(C(=O)Nc2nnc(-c3cccs3)o2)cc1
→ 5.4	-1.4	-33.7	-2.6	45.3	100.0	0.0	-2.8	-0.7	-5.7
- CCCCNc1c([N+](=O)[O-])cc(C)cc1[N+](=O)[O-]
→ -4.5	2.0	-17.5	7.8	-5.4	96.0	-1.1	4.1	2.3	-4.7
- O=C(CSc1nc2ccccc2nc1N1CCCC1)Nc1ccc(F)cc1
→ 15.9	2.5	15.4	-6.2	-1.3	94.0	-5.8	3.1	3.5	-1.3
- CCOC(=O)c1ccc(NC(=O)NC2CC3CCC(C2)N3)cc1 (configuration not stated)
→ 4.9	-13.8	4.0	2.0	9.2	97.0	1.0	0.2	-2.5	5.3
- COc1cccc(Oc2ccc(C(F)(F)F)cc2N)c1
→ -6.5	-0.6	-39.4	6.3	-5.4	103.0	0.1	3.9	2.2	11.6
- CCCCn1c(N)c(N(CC)C(=O)c2cc(CC)c(C)s2)c(=O)[nH]c1=O
→ -4.1	2.1	-8.2	-1.7	-1.8	97.0	-2.5	2.2	-2.6	1.3
- O=C1CCC(CCC(=O)N2CCCC(C(=O)c3ccc(Cl)cc3)C2)=NN1 (configuration not stated)
→ 14.3	3.6	-9.2	-3.1	-1.2	95.0	-0.6	-3.3	-0.9	3.1
- CC(=O)Nc1ccc(CN2CCCC(CO)(Cc3cccc(Cl)c3)C2)cc1 (configuration not stated)
→ -1.5	-5.6	4.1	-9.4	1.2	100.0	2.5	-5.9	-1.1	4.5
- O=C(CCc1nc2ccccc2c(=O)[nH]1)Nc1ccc(F)cc1
→ 4.6	-12.6	-43.7	5.3	62.1*	98.0	-3.7	2.0	-0.8	2.1
- Cc1ccccc1OCC(O)Cn1c(NCc2ccccc2)nc2c1c(=O)[nH]c(=O)n2C (configuration not stated)
→ 5.1	-7.4	-13.0	0.1	6.2	87.0	1.1	-4.5	3.0	3.4
- CC(=O)Nc1ccc(S(=O)(=O)NCC2CC3CCC2C3)cc1 (configuration not stated)
→ 3.8	-10.2	-3.6	1.9	-7.9	96.0	-1.5	5.0	-0.7	2.5
- CCC(C)(C)C1CCC2(CC1)NC(=S)N(c1ccccc1)N2 (configuration not stated)
→ -6.4	-2.3	-1.1	-6.6	7.2	91.0	4.5	-1.4	-1.5	-8.0
- COc1ccc(N2CCN(Cc3nc(-c4ccc(Cl)cc4Cl)no3)CC2)cc1
→ 1.4	1.8	5.6	3.7	-13.3	96.0	1.8	0.7	-1.9	-3.5
- COc1cc(/C=N/NC(=O)C(N)=O)ccc1OC(=O)c1cccs1
→ 4.9	3.2	-2.8	-4.3	1.1	98.0	-0.6	6.7	0.7	-3.7
- CCN(CC)C(=O)C1=C(C)N(CCCOC)C(=O)C(CC(=O)NC2CCCC2)C1 (configuration not stated)
→ 3.4	10.8	-13.7	4.8	14.6	99.0	4.6	-3.3	-2.3	3.7
- Cc1cc(F)c(F)c(C(=O)NC2CC2)c1Cl
→ 16.4	-5.1	6.5	-0.8	-1.5	95.0	-1.9	2.9	1.0	2.8
- COc1ccccc1C(=O)COC(=O)/C=C/c1ccccc1
→ -3.0	1.6	-25.3	5.2	-2.9	97.0	1.3	0.9	-0.5	-3.3
- CCCS(=O)(=O)NC(=O)C1(C)CCCN(C(=O)c2nc(C)oc2C)C1 (configuration not stated)
→ -2.1	-2.3	x	x	1.0	96.0	0.0	0.4	-2.0	1.1
- CC(C)c1ccc(S(=O)(=O)N2CCC(C(=O)NCc3ccco3)CC2)cc1
→ -2.1	-7.4	-6.1	0.6	-8.1	101.0	2.7	8.2	-4.2	-2.8
- CCCCCC(=O)N1C[C@@H](O)[C@H](n2cc(-c3ccc(F)cc3)nn2)C[C@@H]1c1ccccc1
→ -0.4	2.3	-30.7	-9.9	-6.8	95.0	1.8	-2.1	2.2	-2.9
- O=C(c1ccco1)N1CCN(C(=O)c2ccccc2OC(=O)C23CC4CC(CC(C4)C2)C3)CC1
→ -0.8	6.9	2.9	1.8	14.3	110.0	-0.5	-2.8	1.0	3.0
- CC(C)(C)c1ccc(OCC(=O)NCCN2CCCC2)cc1
→ 2.2	-43.9	14.8	6.5	12.0	105.0	-6.6	-6.5	-1.0	3.6
- O=C(C1CCN(S(=O)(=O)c2ccccc2[N+](=O)[O-])CC1)N1CCOCC1
→ 20.6	-8.0	7.5	-5.3	3.3	100.0	0.3	1.3	-0.7	-3.8
- CCCN1CCN(S(=O)(=O)c2ccc(-n3cnnn3)cc2)CC1
→ -3.4	1.8	2.2	3.7	-5.4	97.0	-0.5	2.1	-1.3	2.1
- O=C(O)/C(=C\c1ccc(C(F)(F)F)cc1)c1ccc(S(=O)(=O)N2CCCC2)s1
→ 4.5	3.3	-18.6	-10.2	1.0	91.0	0.9	6.2	-1.0	-3.8
- Cc1nc(CCNC(=O)C2CCC(=O)N(CCc3cccc(F)c3)C2)sc1C (configuration not stated)
→ 2.5	-7.1	-5.4	0.3	0.2	101.0	3.8	5.1	-2.2	8.1
- COc1ccc(Cc2nc(C(=O)Nc3ccccc3)cs2)cc1
→ 0.2	6.1	-42.7	-5.2	-16.5	99.0	0.4	-2.2	-1.4	-2.5
- COc1ccc(CN2c3cc(S(=O)(=O)N4CCOCC4)ccc3N3CCCC32)cc1 (configuration not stated)
→ 2.2	-6.0	10.5	2.8	10.3	102.0	0.8	-0.2	-0.5	0.8
- CCCCC[C@H](C)N1C[C@H](COCc2ccccc2)Oc2cc(N3CC[C@@H](O)C3)ccc2S1(=O)=O
→ x	-6.4	6.4	x	x	99.0	x	-1.4	x	-4.5
- C[C@H](O)[C@@H]1C(=O)N2CCc3ccc(-c4ccccc4)cc3[C@@H]2C[C@@H]1N(C)C(=S)Nc1ccc(F)cc1
→ -1.1	2.8	12.1	2.4	-7.4	96.0	-1.5	2.1	1.0	4.7
- Cn1nc(C(F)(F)F)c(C#N)c1N1CCN(c2ccc(F)cc2)CC1
→ 9.2	4.9	41.2	-8.7	-19.9	110.0	-8.2	-1.1	0.7	-4.6
- Cc1ccc(CN2CCC[C@]3(N[C@H](c4ccc(C(F)(F)F)cc4)[C@@H]4C(=O)N(C)C(=O)[C@@H]43)C2=O)cc1
→ 20.0	-2.3	-4.9	-13.2	-6.5	102.0	-3.4	4.0	0.9	-1.2
- CCc1cc2c(-n3nc(C)cc3C)ncnc2s1
→ 13.3	-2.7	-29.3	6.1	-6.8	102.0	1.4	-1.8	0.4	10.5
- CC1CCc2c(sc(/N=C/N(C)C)c2C#N)C1 (configuration not stated)
→ -9.1	-11.4	-26.5	6.5	-8.8	97.0	0.7	3.6	1.4	-4.1
- CCOC(=O)c1sc2nc(C)nc(NCCc3ccccn3)c2c1C
→ 8.9	5.9	15.7	-0.2	6.9	98.0	6.2	-0.5	-1.4	2.8
- Cc1cc(C(F)(F)F)n2ncc(-c3cccc(Br)c3)c2n1
→ -11.2	-0.4	-15.2	10.7	-8.1	97.0	2.3	8.8	0.6	5.5
- Cc1c(-c2ccccc2)n(O)c(-c2ccc(N(C)C)cc2)[n+]1[O-]
→ -3.5	0.4	-33.9	-4.1	-7.4	102.0	1.4	3.7	-1.8	-7.8
- CN(CC(=O)Nc1cccc(F)c1)C(=O)/C=C/c1cn(Cc2ccccc2)nc1-c1cccnc1
→ 10.3	-1.2	9.2	-4.7	0.4	121.0	0.3	-3.8	-1.0	8.5
- CC(C)C(=O)N(Nc1nc2ccccc2s1)C(=O)C(C)C
→ 4.5	15.3	-0.7	3.0	-4.3	101.0	-3.1	-0.9	-0.4	-3.5
- COc1ccc(CSCCN)cc1Cl
→ 4.4	8.0	-11.9	3.6	-9.1	98.0	2.7	-6.7	2.2	2.0
